MBD2 inh – inhibitors of human MBD2 binding to methylated oligonucleotide; hit rate 0.31% among 370,000; TR-FRET; inhibition, % at 4.4 µM; in the data active means inhibition above about 13%
PLC-gamma1 inh – inhibitors of human phospholipase C gamma1. purified PLC-gamma1, fluorogenic substrate, fluorescence. inhibition, % at 12.2 µM. hit rate 0.84% among 370,000; in the data active means inhibition above about 9.5%
DDE Tn7 FP inh – disrupts Tn7 cyclic peptide binding to fibrin D-Dimer-E complex; P02675; FP displacement of FITC-Tn7 peptide from fibrin DD(E); 0% = median of compound wells per plate; inhibition, % at 8.3 µM; hit rate 0.13% among 370,000; AID 720508;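 active means inhibition above the mean of compounds falling within the control limits plus 3 SD of them, cut at about 14% in these data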;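 further: 0% = plate median of compound wells and 100% = 10 µM Aha-Tn7 peptide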
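Assay system: Human clot-derived fibrin DD(E) complex | Buffer or medium: Tris/NaCl/CaCl2 buffer, pH 7.8 | Repeats: One replicate per compound | Benchmarks: Aha-Tn7 high control | Measure: % inhibition scaled between sample-field median and high-control FP | Schedule: 10 min plus 3 h, room temperature | Signal: Fluorescence polarization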
ARFGAP1 inhibitor – inhibits rat ARF GTPase activating protein 1; Arfgap1-stimulated ARF1 GTP hydrolysis, GDP FP detection; hit rate 0.26% among 360,000; Q62848; inhibition, % at 16.5 µM;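 active means inhibition above a per-plate limit, mean inhibition of low control wells plus 3 SD, cut at about 25% in these data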;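 further: 0% = DMSO wells with enzyme and 100% = wells lacking Arfgap1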
Target sequence (Q62848 1-136 limits assumed): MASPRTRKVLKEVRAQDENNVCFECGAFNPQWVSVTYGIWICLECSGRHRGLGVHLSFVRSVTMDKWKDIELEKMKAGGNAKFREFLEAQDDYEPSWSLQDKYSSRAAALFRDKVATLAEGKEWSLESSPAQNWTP
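Material: rat Arfgap1 GAP domain (His6, aa 1-136), purified enzyme. Also added: human ARF1(Δ1-17)-GTP substrate. Compound dosing: 16.5 µM single point, 1.26% DMSO. Timing: enzyme reaction 120 min at 25 °C after 20 min preincubation. Signal: GDP detection by fluorescence polarization. Read-out basis: percent inhibition of GAP-stimulated GDP formation, scaled between DMSO and no-Arfgap1 medians.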
KLK7 zymogen act – activates the human kallikrein-7 zymogen. hit rate 0.9% among 370,000. purified proKLK7, EDANS-DABCYL substrate fluorescence; 100% is mature enzyme control, 0% vehicle. AID 652039. P49862. activation, % at 7 µM;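 active means activation above the mean of all tested compounds plus 3 SD, computed per campaign excluding outliers beyond control limits, cut at about 13% in these data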
Target sequence (P49862 whole entry, looked up): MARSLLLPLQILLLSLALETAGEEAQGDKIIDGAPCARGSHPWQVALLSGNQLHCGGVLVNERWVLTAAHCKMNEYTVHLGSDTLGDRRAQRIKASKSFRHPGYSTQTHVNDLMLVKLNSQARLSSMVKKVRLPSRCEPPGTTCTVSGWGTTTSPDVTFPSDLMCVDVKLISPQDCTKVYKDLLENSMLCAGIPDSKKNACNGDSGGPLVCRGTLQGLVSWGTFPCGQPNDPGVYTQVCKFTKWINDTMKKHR
ASAP1 GAP inh – inhibitors of human ASAP1 ArfGAP activity | Q9ULH1 | ASAP1-stimulated ARF1 GTP hydrolysis, GDP FP detection | inhibition, % at 16.5 µM | hit rate 0.19% among 360,000 | AID 624377; in the data active means inhibition above about 25%;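 further: 0% = vehicle with enzyme and substrate and 100% = no enzyme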
Tn6 DDE FP – DD(E)-Tn6 binding inhibition, primary FP screen. P02675. hit rate 0.21% among 370,000. Fibrin DD(E) TRITC-Tn6 fluorescence polarization displacement. inhibition, % at 8.3 µM;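 active means inhibition above a per-campaign cutoff: mean of compounds within control limits plus 3 SD, cut at about 15% in these data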;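 further: 0% = median of all compound wells on the plate and 100% = blocking peptide control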
UHRF1 MBD2 ctr – human UHRF1 methylated DNA binding inhibitors | hit rate 0.75% among 370,000 | inhibition, % at 4.4 µM | UHRF1 binding to methylated oligo, TR-FRET; in the data active means inhibition above about 21%;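 further: UHRF1 SRA domain binding a hemimethylated CpG hairpin DNA probe; 0% = median of test compound wells and 100% = reference inhibitor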
ADAM17 inh – inhibitors of human ADAM17. P78536. recombinant ADAM17, EDANS/DABCYL FRET peptide cleavage. inhibition, % at 6.95 µM. hit rate 0.83% among 370,000. AID 720648;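 active means inhibition above the mean of compounds lying between control limits plus 3 SD, set per campaign, cut at about 8.5% in these data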;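 further: 0% = DMSO-only wells as the low control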
Target sequence (P78536 215-824 limits assumed): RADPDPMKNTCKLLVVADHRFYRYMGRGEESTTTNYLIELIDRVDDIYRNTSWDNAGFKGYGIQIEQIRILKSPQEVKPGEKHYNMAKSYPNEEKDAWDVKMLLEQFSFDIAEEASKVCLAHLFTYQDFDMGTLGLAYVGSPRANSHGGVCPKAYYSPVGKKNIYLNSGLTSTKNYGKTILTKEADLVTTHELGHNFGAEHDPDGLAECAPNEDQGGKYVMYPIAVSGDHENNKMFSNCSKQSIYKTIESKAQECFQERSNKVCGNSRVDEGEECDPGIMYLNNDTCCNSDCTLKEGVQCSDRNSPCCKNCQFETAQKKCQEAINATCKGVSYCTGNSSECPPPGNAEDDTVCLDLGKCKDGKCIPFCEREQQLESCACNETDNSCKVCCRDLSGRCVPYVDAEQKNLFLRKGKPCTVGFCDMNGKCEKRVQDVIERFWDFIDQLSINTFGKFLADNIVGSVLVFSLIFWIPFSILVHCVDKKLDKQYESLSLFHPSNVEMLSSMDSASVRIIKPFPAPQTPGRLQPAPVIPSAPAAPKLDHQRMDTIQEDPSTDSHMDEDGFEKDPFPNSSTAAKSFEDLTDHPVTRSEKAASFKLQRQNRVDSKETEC
PLCb3 inh – PLC-beta3 (human) inhibition, primary screen; AID 720704; hit rate 0.18% among 370,000; Q01970; inhibition, % at 12.2 µM; Purified PLC-beta3, fluorogenic substrate, fluorescence; in the data active means inhibition above about 11%;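 further: 0% = median of compound wells on plate and 100% = full blocker control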
An asterisk follows results filed as active; i = inactive.

item	molecule	MBD2 inh	PLC-gamma1 inh	DDE Tn7 FP inh	ARFGAP1 inhibitor	KLK7 zymogen act	ASAP1 GAP inh	Tn6 DDE FP	UHRF1 MBD2 ctr	ADAM17 inh	PLCb3 inh
1	CCC/C=C/c1ccc(CN2C(C(C)C)C(=O)N(Cc3cn(CC4CCCCC4)nn3)CCS2(=O)=O)cc1 (stereo not given)	-3	4	-12	7	-0.3	1	-1	2	3	0
2	O=C1C2C3CCC(O3)C2C(=O)N1c1nccs1 (stereo not given)	3	-1	-5	1	0.3	0	0	-1	3	2
3	O=C(N/N=C/c1ccc(Cl)cc1)Nc1ccccc1	-7	1	5	-5	0.3	-5	-5	0	-2	0
4	CCCC[C@H](CN[C@@H](CNC)[C@H](C)CC)NCCC12CCC(CC1)C2	1	3	-7	0	-0.1	-9	-5	-1	-3	2
5	COc1ccc(-c2cc(C(F)(F)F)n3nc(C(=O)NCCCn4ccnc4)cc3n2)cc1	-7	i	-3	7	57*	7	-2	0	-317	i
6	CC(C)CCN(Cc1ccco1)S(=O)(=O)c1ccc(-c2ccc(=O)[nH]n2)s1	2	-5	2	3	0.0	4	0	1	0	-12
7	Cc1cccc(N2CCN(C(=O)Cn3cnc4c3c(=O)n(C)c(=O)n4C)CC2)c1C	-4	1	-1	-9	-0.7	8	-3	0	-1	3
8	CCC(=O)N1CCC1(C)C(=O)Nc1ccc(OC)c(OC)c1 (stereo not given)	2	2	-4	8	1.0	1	-3	1	-1	-1
9	CC(=O)NS(=O)(=O)c1ccc(NC(=O)COc2ccc(C(=O)c3ccccc3)cc2)cc1	5	-3	2	-4	0.1	9	0	0	0	3
10	CN1CCCC1CCOC(C)(c1ccccc1)c1ccc(Cl)cc1 (stereo not given)	-1	3	5	-2	-0.9	-14	-3	0	-8	-3
11	CCn1cc(C(=O)OCC(=O)c2ccccc2)c(=O)c2ccc(C)nc21	0	6	-6	-5	0.2	-17	4	-3	-1	-5
12	O=c1c2ccccc2nc(/C=C/c2cccc([N+](=O)[O-])c2)n1CCCO	-1	1	-2	5	-0.2	-5	-2	-1	3	2
13	CC(C)C1COS(=O)(=O)NC1CC(=O)SC(C)(C)C (stereo not given)	3	-5	8	-4	0.5	-19	3	0	-6	-26
14	Cc1ccccc1CC(=O)Nc1cc(C(C)(C)C)on1	2	4	-5	3	0.1	1	-9	2	3	0
15	COc1cc(OC)c2c(c1C(CCN1CCOCC1)c1ccc(N(C)C)cc1)OC(=O)CC2c1ccc(N(C)C)cc1 (stereo not given)	-3	1	0	8	-0.7	9	-4	0	1	3
16	CSc1ccccc1NC(=O)CN1c2ccccc2CC1C (stereo not given)	2	0	1	-2	-0.1	-6	-3	2	-1	-3
17	COc1ccc2c3c(n(C(=O)OC(C)(C)C)c2c1)C1CC=C(COC(C)=O)CN1CC3 (stereo not given)	-5	-211	0	-1	18*	-2	11	-4	-59	-335
18	CSc1ccccc1NC(=O)CSCc1nc2sc(C)c(C)c2c(=O)[nH]1	3	-17	0	6	-2.4	5	-3	1	-3	-29
19	CCC1(c2ccccc2)NC(=S)N(c2cccc(C)c2C)N1 (stereo not given)	-6	-1	0	14	0.2	-11	-2	-3	-6	1
20	CC(C)CCn1c(SCCN2CCOCC2)nc2c1c(=O)[nH]c(=O)n2C	2	-2	4	-5	-0.7	4	5	2	-9	3
21	CCCCn1c(N)c(N(CCC(C)C)C(=O)C2CC(=O)N(c3ccc(OC)cc3OC)C2)c(=O)[nH]c1=O (stereo not given)	-4	0	-1	0	0.1	12	-5	-2	-9	-8
22	O=C(CCC(=O)c1cccs1)OCc1nnc(-c2ccccc2)o1	2	1	-4	20	-0.3	5	2	0	-1	-2
23	CCc1ccc(C(=O)NNC(=O)CCN2CCN(Cc3ccccc3)CC2)cc1	-4	5	9	-2	-0.5	6	5	0	-1	1
24	COc1ccc(-c2nnn(CC(=O)N(CC(=O)NC3CCCC3)c3ccccc3)n2)cc1OC	4	-1	0	2	0.6	14	-5	2	-3	0
25	CCOc1ccccc1Nc1cc2n(c(=O)n1)CCc1cc(OC)c(OC)cc1-2	-6	-30	-6	11	0.0	10	-3	3	4	-49
26	Cc1n[nH]c(=O)c2c(NC(=O)CSc3nncs3)oc(C)c12	7	-5	4	-1	-1.3	4	9	7	-5	-12
27	Cc1csc(SCC(=O)Nc2ccc3c(c2)OCCO3)n1	5	1	12	11	-0.3	0	2	4	-6	-10
28	COc1ccc(Cl)cc1NS(=O)(=O)c1cccc(C(=O)NCC(c2ccco2)N2CCCC2)c1 (stereo not given)	-7	1	-7	13	0.0	-8	1	0	6	3
29	CN(C)c1ccc(-c2[nH][nH]c(=O)c2NC(=O)c2ccccn2)cc1	15*	-138	2	-11	-13	9	3	16	-6	-207
30	Cc1ccc(S(=O)(=O)C2(C(=O)NCc3ccccc3Cl)CC2)cc1	0	1	8	-5	0.5	2	6	1	-5	-4

Next part
item	molecule	MBD2 inh	PLC-gamma1 inh	DDE Tn7 FP inh	ARFGAP1 inhibitor	KLK7 zymogen act	ASAP1 GAP inh	Tn6 DDE FP	UHRF1 MBD2 ctr	ADAM17 inh	PLCb3 inh
31	COc1ccc(C(CNC(=O)c2ccc(C)c(S(=O)(=O)Nc3ccccc3OC)c2)N2CCCC2)cc1 (stereo not given)	0	-8	-9	6	-1.1	1	1	-1	-3	-17
32	O=C(NNC(=O)c1cccc2ccccc12)c1ccc(F)cc1	2	4	-1	-7	-0.1	6	-5	1	6	17*
33	O=C(NCc1ccc2c(c1)OCO2)C(=O)NC1CCCCC1	0	8	-4	-2	0.6	3	-2	2	3	3
34	CN(C(=O)CSc1nnc(-c2ccccc2)o1)c1c(N)n(Cc2ccccc2)c(=O)[nH]c1=O	-1	-1	-2	-6	0.2	-4	-5	-1	1	2
35	COc1cc(/C=C2\SC(=O)N(Cc3ccc(F)cc3)C2=O)cc([N+](=O)[O-])c1O	3	-1	-2	0	0.0	-6	-2	1	-2	-2
36	COc1ccc(-n2c(SCC(=O)Nc3ccc(C(N)=O)cc3)nc3ccccc3c2=O)cc1OC	0	7	-8	5	0.2	-3	0	-1	6	-4
37	CC(=O)c1c(C)n([O-])c2ccc(C)cc2[n+]1=O	-5	-15	-3	11	0.2	-13	-5	1	-12	-25
38	Cc1cccc(NC(=S)NNC(=O)c2csc(C)c2)c1	1	2	-3	5	0.2	1	-1	-1	6	3
39	c1ccc(COC(CN2CCCCCC2)CN2CCCCCC2)cc1	-4	2	-5	-4	0.0	4	-4	-2	-1	4
40	CCC(=O)NC(c1ccco1)c1cc(Br)c2cccnc2c1O (stereo not given)	-3	-22	1	-7	-0.5	-10	0	-11	2	-26
41	O=C1CC(c2ccc3ccccc3c2)NN1 (stereo not given)	-7	-4	-7	-2	0.4	-9	4	-8	0	-2
42	CC(=O)N(C)Cc1ccc(C(=O)CCl)cc1	-6	1	-3	10	-0.2	-11	9	2	-3	-4
43	O=C(O)CCN1C(=O)NC2(CCCC2)C1=O	-6	0	-6	-2	-0.7	-9	-4	0	2	3
44	CCCCC(=O)Nc1nc(-c2ccc(S(=O)(=O)N3CCOCC3)cc2)cs1	5	-31	0	21	0.9	6	-9	0	-12	-46
45	CC(CNC(=O)CCn1ccc2cc(S(=O)(=O)N3CCCC3)ccc21)c1ccccc1 (stereo not given)	7	0	8	-8	-0.2	-2	-4	2	0	-9
46	O=C(c1ccc(S(=O)(=O)c2ccccc2Cl)c([N+](=O)[O-])c1)N1CCN(Cc2ccccc2)CC1	2	3	-6	0	-0.8	-3	1	-1	6	4
47	O=[N+]([O-])c1ccccc1S(=O)(=O)N1CCCc2ccccc21	5	-3	-3	2	0.3	-7	-1	7	-1	-4
48	CC1CC(C)CN(C(=O)CCNC(=O)c2ccccc2Cl)C1 (stereo not given)	4	1	5	0	-0.2	7	5	0	-7	-8
49	O=C(Cc1ccc([N+](=O)[O-])cc1)NCc1ccncc1	-2	0	-1	2	-0.1	-12	-6	-4	1	-2
50	c1ccc(-c2cn(C[C@H]3CC[C@@H]([C@@H]4CC[C@H](Cn5cc(-c6ccccc6)nn5)O4)O3)nn2)cc1	-4	2	2	4	0.3	0	3	-2	1	3
51	CC(=O)N(CCc1ccccc1)Cc1cc2ccc(C)c(C)c2[nH]c1=O	1	-6	0	5	0.9	2	-5	6	-22	-15
52	COc1ccc(CCC2CCNCC2)cc1	3	0	0	2	-0.2	13	-1	1	-1	-1
53	COc1ccc(NC(=O)C(=O)NCCO)cc1Cl	1	6	-5	9	0.3	-3	-4	-2	-1	4
54	COc1cc(SC)ccc1C(=O)Nc1cccc(S(=O)(=O)NC2=NCCCCC2)c1	8	1	1	9	-0.1	-2	-4	6	-1	-9
55	CN(C(=O)CCS(=O)(=O)c1cc2c(cc1Cl)NC(=O)CO2)C1CCCCC1	0	2	4	-17	-0.5	-7	3	3	-2	-3
56	COc1ccc(-c2csc(/C=C/c3ccc4c(c3)OCO4)n2)cc1OC	2	-24	-1	1	-8.0	13	-2	-4	-7	-29
57	COc1ccc(C2C(=O)c3ccccc3C2=O)cc1OC	-2	-1	5	5	1.1	16	3	6	-3	-4
58	CCCN(CCO)Cc1ccc(F)c(Br)c1	-1	-2	-5	3	-0.3	-13	2	-3	-3	6
59	CC1Sc2ccc(C(=O)NCc3ccccc3Cl)cc2NC1=O (stereo not given)	6	1	3	-10	0.2	-8	-1	0	1	-8
60	O=C(C1=C(O)C(=O)N(CCN2CCOCC2)C1c1cccc(O)c1)c1cc2ccccc2o1 (stereo not given)	-7	-8	-4	12	1.7	14	-2	-6	-1	-19

Not a retest: entries from further up.
item	molecule	MBD2 inh	PLC-gamma1 inh	DDE Tn7 FP inh	ARFGAP1 inhibitor	KLK7 zymogen act	ASAP1 GAP inh	Tn6 DDE FP	UHRF1 MBD2 ctr	ADAM17 inh	PLCb3 inh
48	CC1CC(C)CN(C(=O)CCNC(=O)c2ccccc2Cl)C1 (stereo not given)	4	1	5	0	-0.2	7	5	0	-7	-8
49	O=C(Cc1ccc([N+](=O)[O-])cc1)NCc1ccncc1	-2	0	-1	2	-0.1	-12	-6	-4	1	-2
50	c1ccc(-c2cn(C[C@H]3CC[C@@H]([C@@H]4CC[C@H](Cn5cc(-c6ccccc6)nn5)O4)O3)nn2)cc1	-4	2	2	4	0.3	0	3	-2	1	3

Down the list, as entered above:
KLK7 zymogen act for entries 30–34, in order: 0.5, -1.1, -0.1, 0.6, 0.2

The results go on:
item	molecule	MBD2 inh	PLC-gamma1 inh	DDE Tn7 FP inh	ARFGAP1 inhibitor	KLK7 zymogen act	ASAP1 GAP inh	Tn6 DDE FP	UHRF1 MBD2 ctr	ADAM17 inh	PLCb3 inh
61	O=C(NCc1cccs1)C1CC(O)CN1C(=O)Nc1ccccc1 (stereo not given)	-9	2	1	2	-0.1	2	6	1	0	-2
62	COc1ccc(OC)c(N=CC2=C(O)CC(C)(C)CC2=O)c1	3	-33	-6	15	-2.4	-7	-6	-5	-12	-37
63	CCN(C(=O)COC(=O)C1CCN(S(=O)(=O)c2ccc3c(c2)OCCO3)CC1)C1CCCCC1	0	6	-3	5	0.8	8	5	3	-4	-6
64	Cc1ccc(CNC(=O)C(CCC(N)=O)NC(=O)OCc2ccccc2)cc1 (stereo not given)	7	2	6	-6	0.3	4	-7	1	-2	0

Source: PubChem
